OPRM1-OPRD1 ag – agonists of OPRM1-OPRD1 heterodimerization, primary screen, cell-based, luminescence; cells; activation, % at 9.3 µM; 340,000 compounds, 0.3% hits; in the data active means activation above about 18%;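 further: 0% = vehicle-treated cells and 100% = reference agonist; values of inactives mirror those of a sister screen read the other way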
PKA-R1A activ – activators of PKA-R1A holoenzyme, primary screen, biochemical, fluorescence polarization, Cy5-IP20, bovine R1A, mouse PKAc. cAMP-dependent protein kinase type I-alpha regulatory subunit (Bos taurus) + …. activation, % at 11.4 µM. PKA-R1A dissociation; scaled: DMSO 0%, 113 µM cGMP 100%. 340,000 compounds, 0.083% hits;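 active means percent activation above the mean of all tested compounds plus 3 SD, cut at about 19% in these data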;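 further: higher means more PKAc released from R1A so a rise in polarization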
V-ATPase pH – regulators of yeast V-ATPase proton pumping, primary screen, pHLuorin cytosolic pH fluorescence | 350,000 compounds, 0.37% hits | AID 504577, 2011 | response, % at 10 µM | S. cerevisiae; in the data active means response mostly above about 7.3%, no sharp cut-off; inactive means mostly below about 5.4%; further: actives read high; inactives centre near 0; some compounds called inactive have numbers as strong as hits; reference of the scale not given here
HTR5A inv ctr – HTR5A inverse agonists in luminescence cell assay, primary screen, counter-screen for OPRM1-OPRD1 heterodimer inverse agonist project, full-deck HTS; HTR5A cell line, inverse agonism; 5-hydroxytryptamine receptor 5A (Homo sapiens), P47898; 340,000 compounds, 0.083% hits; inhibition, % at 9.3 µM; in the data active means inhibition mostly above about 23%, no sharp cut-off; inactive means mostly below about 18%;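 further: 0% = cells with DMSO and 100% = no-cell wells with DMSO; some compounds called inactive have numbers as strong as hits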
DSG3 Ab inh – inhibitors of pemphigus antibody binding to DSG3, primary screen, biochemical, bead-based, flow cytometry, scFv-GFP | DSG3-coupled beads, scFv-anti-DSG3-GFP binding; hits give low values | binding (percent of control), % at 10 µM | 310,000 compounds, 0.48% hits | AID 588358, 2011;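 active means binding more than 3 SD below its plate's average and above zero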;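 further: hits lower antibody fragment binding to DSG3; some compounds called inactive have numbers as strong as hits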
Arr AP2 block – inhibitors of beta-arrestin/AP2 binding, primary screen, biochemical, GPCR trafficking, flow cytometry; beta-arrestin 1 C-terminal peptide binding to AP2 beta2-adaptin appendage (human); FITC-arrestin peptide / GST-AP2 beads; AP2 beta2 appendage carries R879A mutation; inhibition, % at 10 µM; 340,000 compounds, 0.31% hits; AID 504490, 2011;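 active means inhibition above a set limit, near 3 SD of compounds lacking own fluorescence, cut at about 54% in these data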;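 further: plate controls were DMSO wells for no effect and 5 µM unlabelled arrestin peptide for full effect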
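System: GST-AP2 R879A glutathione beads | Also added: FITC-arrestin peptide, 50 nM | Times: 12 min plus 1 h, RT | Signal: Bead flow cytometry, FITC channel | Buffer or medium: PBS with 0.05% Tween 20 and 0.1% BSA | Read-out basis: Percent drop in bead-associated FITC signal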
PKA-R2B act – activators of PKA-R2B holoenzyme, primary screen, biochemical, fluorescence polarization, Cy5-IP20, human; 340,000 compounds, 0.079% hits; activation, % at 11.4 µM; cAMP-dependent protein kinase catalytic subunit beta (Homo sapiens) + cAMP-dependent …; AID 504700, 2011; PKA-R2B holoenzyme dissociation; R2B truncated from residue 108, S112A mutant; 0% DMSO only, 100% 113 µM cGMP;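 active means activation above a cutoff set at the mean over all compounds plus 3 SD, cut at about 18% in these data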;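 further: higher means more holoenzyme dissociation and a rise in polarization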
OPRM1-OPRD1 inv – inverse agonists of MOR-DOR heterodimerization, primary screen, cell-based, luminescence; 340,000 compounds, 0.21% hits; Mu-type opioid receptor (Homo sapiens) + Delta-type opioid receptor (Homo sapiens), …; inhibition, % at 9.3 µM; cell-based MOR-DOR heterodimer luminescence, inverse agonism; in the data active means inhibition above about 22%, passing the limit was not always enough;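 further: 0% = cells with DMSO and 100% = wells without cells with DMSO; values of inactives mirror those of a sister screen read the other way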
DAGLB inhibitor – DAGLB lipase inhibitors, primary screen, biochemical, fluorescence, HTS. inhibition, % at 5.17 µM. 340,000 compounds, 0.059% hits. HEK293T DAGLB membrane lysate, EnzChek fluorogenic substrate; in the data active means inhibition above about 34%;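 further: 0% = enzyme with vehicle and 100% = wells lacking enzyme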
Target sequence (Q8NCG7 whole entry, looked up): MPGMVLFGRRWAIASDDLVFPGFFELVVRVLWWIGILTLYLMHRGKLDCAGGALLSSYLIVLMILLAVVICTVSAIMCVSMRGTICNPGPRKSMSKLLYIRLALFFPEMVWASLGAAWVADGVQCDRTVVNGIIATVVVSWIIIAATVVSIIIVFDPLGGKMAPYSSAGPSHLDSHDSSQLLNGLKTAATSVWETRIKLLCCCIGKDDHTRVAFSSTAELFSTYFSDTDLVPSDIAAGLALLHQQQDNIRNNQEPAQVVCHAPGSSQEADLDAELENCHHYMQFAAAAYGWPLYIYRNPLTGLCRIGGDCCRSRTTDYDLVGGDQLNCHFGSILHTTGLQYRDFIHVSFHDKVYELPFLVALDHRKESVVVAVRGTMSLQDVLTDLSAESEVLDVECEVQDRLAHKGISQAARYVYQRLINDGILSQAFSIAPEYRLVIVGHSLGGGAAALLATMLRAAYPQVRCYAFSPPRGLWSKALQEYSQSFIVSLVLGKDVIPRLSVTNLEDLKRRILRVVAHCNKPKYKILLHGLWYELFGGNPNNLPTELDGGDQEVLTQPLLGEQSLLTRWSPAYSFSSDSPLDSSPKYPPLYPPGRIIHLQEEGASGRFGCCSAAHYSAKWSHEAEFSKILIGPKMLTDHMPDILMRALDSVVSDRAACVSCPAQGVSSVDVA
HTR5A ag – HTR5A agonists in luminescence cell assay, primary screen, counter-screen for OPRM1-OPRD1 heterodimer agonist project, full-deck HTS; 5-hydroxytryptamine receptor 5A (Homo sapiens), P47898; cell-based; activation, % at 9.3 µM; 340,000 compounds, 0.61% hits; in the data active means activation mostly above about 9.5%, no sharp cut-off; inactive means mostly below about 7.6%;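 further: 0% = cells with vehicle only and 100% = reference agonist; strong numbers were not always called active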
* = called active by the depositor; / = not tested or not shown.

cpd	structure	OPRM1-OPRD1 ag	PKA-R1A activ	V-ATPase pH	HTR5A inv ctr	DSG3 Ab inh	Arr AP2 block	PKA-R2B act	OPRM1-OPRD1 inv	DAGLB inhibitor	HTR5A ag
1	NC(=O)c1nnn(-c2ccc([N+](=O)[O-])cc2)c1-c1ccccc1	1.8	-14	3	-11	/	12	4	-9	-5	6
2	Cc1ccc(-n2nc3c(c2NC(=O)c2ccc4c(c2)OCO4)CS(=O)(=O)C3)cc1	-3.2	1	-4	-2	/	20	3	16	-1	5
3	Cc1cccc(C)c1Nc1c(-c2ccc(N3CCOCC3)cc2)nc2ncccn12	0.1	-2	-2	1	116	1	-12	-1	0	0
4	CCCn1c(=O)c(C(=O)Nc2ccccc2)c(O)c2ccccc21	-2.7	3	3	-9	104	-2	3	12	-1	0
5	CCCC(=O)Nc1cc2c(cc1C(C)=O)OCCO2	-1.5	5	1	-10	108	-12	-3	8	-2	-1
6	O=S(=O)(c1ccc2ccccc2c1)N1CCCCCC1	4.8	-6	0	12	95	8	-2	-25	-11	1
7	O=C(C1CCCN(S(=O)(=O)c2cccnc2)C1)N1CCN(c2ccccn2)CC1 (configuration not stated)	-1.8	4	-2	3	108	4	3	9	0	-1
8	COc1ccc(-c2cnnc(N/N=C/c3ccc(-c4ccc([N+](=O)[O-])cc4)o3)n2)cc1	0.6	-9	0	-4	94	1	8	-3	-1	1
9	O=C1CCC(C(=O)NC2(C(=O)NC3CCCCC3)CCCCC2)N1 (configuration not stated)	-3.2	0	-5	4	104	-3	-13	19	0	3
10	O=C(O)c1ccc(S(=O)(=O)c2ccccc2)s1	-4.9	9	0	4	123	33	7	25	-1	-1
11	COc1cccc(-c2nc(CS(=O)(=O)CC(=O)Nc3ccccc3Br)c(C)o2)c1	2.0	10	-3	-10	103	0	-5	-10	-1	-2
12	COc1ccc(Oc2ccc(N/C=C3/CCCC3=O)cc2)cc1	-0.7	-4	0	5	80	-3	1	3	-5	8
13	CC(=O)NCCn1c(SCC(=O)Nc2ccc(C)cc2)nc2ccccc2c1=O	-2.5	-11	6	-39	116	10	0	12	2	2
14	COc1cc2c3c(c1)c(C1=NC(=S)NC1=O)c(O)n3C(C)(C)C=C2C	-1.2	0	6	-12	100	1	-3	6	5	-2
15	CC(C)(C)C1(O)CC(C(F)(F)F)=NN1C(=O)CCCc1ccccc1 (configuration not stated)	11	2	-3	-3	93	0	7	-56	-4	-3
16	O=C(CN1CCN(c2ccccc2O)CC1)Nc1ccccc1C(=O)NCCc1ccccc1	-0.2	-9	6	-3	95	3	-3	1	-3	1
17	COc1ccc(-c2noc(CCC(=O)N3CCN(c4ccc(Br)cc4)CC3)n2)cc1	-3.4	-4	-3	2	85	-3	1	16	-2	-1
18	N#Cc1cccc(NC(=O)CN2C(=O)NC3(CCCCCC3)C2=O)c1	0.1	-7	1	0	101	-2	-8	0	-2	0
19	COC(=O)c1ccccc1NC1=C/C(=N\S(=O)(=O)c2ccc(C(=O)O)cc2)c2ccccc2C1=O	5.5	-1	-3	-6	99	31	-3	-30	19	2
20	COc1ccc(OC)c(NC(=O)CSc2nc3ccccc3c(=O)n2CCNC(C)=O)c1	-4.3	-1	-1	9	100	3	-8	20	2	-2
21	Cc1ccc(C(=O)N2CCCCC2)cc1S(=O)(=O)N1CCCC1	-2.1	0	0	1	102	-4	-8	7	-2	3
22	Cc1ccccc1Nc1nc(N)nc(COC(=O)c2ccc([N+](=O)[O-])o2)n1	0.6	-4	3	2	107	-6	-6	-2	-3	0
23	CC1CCN(c2c(NCC3CCC(C(=O)Nc4ccccn4)CC3)c(=O)c2=O)CC1 (configuration not stated)	-0.2	-8	2	-24	100	10	-5	1	-3	9
24	c1ccc(C(c2nnnn2Cc2ccco2)N2CCN(C3CCCC3)CC2)cc1 (configuration not stated)	0.1	-5	-4	9	95	1	-6	-1	-2	-4
25	CN(C)C(=O)c1ccc(NS(=O)(=O)c2ccc3c(c2)OCCO3)cc1	-1.8	-2	-1	-16	113	-8	-3	9	4	-1
26	COC(=O)[C@@]1(Cc2ccccc2)[C@H]2C(=O)N(C)C(=O)[C@H]2[C@H]2CN=C(SCc3ccc(C)cc3)N21	-2.7	-4	-1	12	95	-6	2	13	1	-3
27	COCCCNC(=S)N1CCN(S(=O)(=O)c2ccc(OC)cc2)CC1	-0.4	4	2	-14	99	-3	-10	2	-3	2
28	CC12COC3(C(=O)Nc4ccccc4)CC1CCC32C (configuration not stated)	-1.0	0	0	19	110	26	-1	5	-3	0
29	CC(=O)N1CCc2cc(Br)cc(S(=O)(=O)N3CCCCC3)c21	-1.2	9	-2	11	/	5	-4	9	0	-4
30	CCCCN1C(=O)CN(CCc2ccccc2)C(=O)C1c1ccc(OC)cc1 (configuration not stated)	-2.7	-1	1	15	104	-6	-7	14	-1	-5

Four compounds picked at random from the list so far, as already listed:
cpd	structure	OPRM1-OPRD1 ag	PKA-R1A activ	V-ATPase pH	HTR5A inv ctr	DSG3 Ab inh	Arr AP2 block	PKA-R2B act	OPRM1-OPRD1 inv	DAGLB inhibitor	HTR5A ag
13	CC(=O)NCCn1c(SCC(=O)Nc2ccc(C)cc2)nc2ccccc2c1=O	-2.5	-11	6	-39	116	10	0	12	2	2
2	Cc1ccc(-n2nc3c(c2NC(=O)c2ccc4c(c2)OCO4)CS(=O)(=O)C3)cc1	-3.2	1	-4	-2	/	20	3	16	-1	5
26	COC(=O)[C@@]1(Cc2ccccc2)[C@H]2C(=O)N(C)C(=O)[C@H]2[C@H]2CN=C(SCc3ccc(C)cc3)N21	-2.7	-4	-1	12	95	-6	2	13	1	-3
4	CCCn1c(=O)c(C(=O)Nc2ccccc2)c(O)c2ccccc21	-2.7	3	3	-9	104	-2	3	12	-1	0

Later entries:
cpd	structure	OPRM1-OPRD1 ag	PKA-R1A activ	V-ATPase pH	HTR5A inv ctr	DSG3 Ab inh	Arr AP2 block	PKA-R2B act	OPRM1-OPRD1 inv	DAGLB inhibitor	HTR5A ag
31	Cc1cc(C(=O)NN=C2CC(=O)CC(C)(C)C2)c(C)o1	-2.1	-2	2	4	100	-4	9	10	1	-1
32	CCOC(=O)C1C(=O)CC(C)(O)C(C(=O)OCC)C1c1cccs1 (configuration not stated)	-1.8	3	7	2	101	14	0	10	-2	-1
33	CSCC[C@H](NC(=O)OC(C)(C)C)C(=O)N1CCC(C(=O)N[C@@H](C)C(=O)O)CC1	-2.7	-1	0	-24	/	14	4	14	-1	3
34	Cc1ccc(-c2n[nH]c(S(C)(=O)=O)c2C#N)cc1	-4.2	-12	-1	-3	109	20	1	21	1	-1
35	CCCCCCNC(=O)CCNS(=O)(=O)c1ccc(C)cc1	-3.0	-8	-1	-12	94	15	4	15	-2	6
36	COc1ccc(C(=O)Nc2cccc(C(=O)NCc3ccco3)c2)cc1	-2.4	-3	-3	-14	105	-14	5	11	-1	5
37	CC(C)(C)c1cc(C(=O)NNc2cc(C(F)(F)F)ccc2Cl)n(Cc2ccccc2)n1	18	-13	2	15	/	5	-4	-89	-16	18*
38	COc1ccc(-c2nc3ccccc3o2)cc1NC(=O)c1ccc(Br)o1	0.0	-4	2	-50	105	6	-7	0	-4	-1
39	Cc1nc(NC(=O)c2ccccc2)sc1-c1cc(C(=O)O)nn1Cc1ccccc1	/	8	3	/	100	/	5	/	-2	/
40	O=C(Nc1cc(S(=O)(=O)N2CCCC2)ccc1Cl)c1cc(F)c(F)c(F)c1F	-1.2	9	9	1	91	-18	-4	6	2	0
41	Cc1cccc(NC(=S)N2CCN(S(=O)(=O)c3ccccc3)CC2)c1	-3.6	-8	2	8	109	-9	0	12	1	0
42	CS(=O)(=O)N1CC(C(=O)NC2CCCC2)Oc2ccc(Cl)cc21 (configuration not stated)	1.9	2	4	-15	104	14	2	-12	1	-2
43	CCCc1cc(=O)oc2cc(OCC(=O)NCc3cccs3)ccc12	1.0	-5	2	8	46*	11	-6	-7	-2	-3
44	CC(=O)N1c2ccccc2N2C(c3c(C)c(C)cc(C)c3C)=NON12	3.6	-8	6	-18	101	0	4	-19	-3	3
45	COc1ccc(-n2c(Cc3cccn3C)nnc2SCC(=O)NCC2CCCO2)cc1 (configuration not stated)	-0.9	4	-2	-10	106	6	-2	5	0	3
46	CN(C)c1ccc(-c2nn3c(C4CCCCC4)nnc3s2)cc1	-1.1	-2	-2	22	91	-6	-14	6	0	0
47	COc1ccc(C2C(C(=O)OC(C)C)=C(C)N=c3s/c(=C\c4cccs4)c(=O)n32)cc1 (configuration not stated)	-1.5	3	0	4	98	1	3	6	-3	-2
48	C#CCNC(=O)C1=C[C@H](c2ccc(Br)cc2)[C@@H](CCCO)[C@H](OCC)O1	-5.1	-10	3	-5	98	-7	1	24	1	4
49	CCOC(=O)c1ccccc1NC(=O)COC(=O)CCC(=O)c1ccc(C)cc1	2.8	-5	0	-1	102	16	2	-19	-10	1
